UBC13 inh – blocks human UBC13 polyubiquitin chain formation; 330,000 tested, 0.47% active; AID 485273; P61088; inhibition, % at 20 µM; TR-FRET; in the data active = inhibition above about 45%, passing the limit was not always enough
Gli-Sufu block – blocks Gli-Sufu signaling in a luciferase reporter; 340,000 tested, 0.74% active; Sufu-KO-LIGHT fibroblasts, Gli luciferase reporter luminescence; inhibition, % at 5 µM; AID 588413;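 active = inhibition above about 55%, limit read from the data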;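 also: 0% = DMSO-treated cells and 100% = wells with medium but no cells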
Apaf-1 inh – blocks human Apaf-1 apoptosome activity; reconstituted apoptosome caspase-3 activity, DEVD-Rh110 fluorescence; inhibition, % at 20 µM; 330,000 tested, 0.71% active; active = inhibition of at least 40% at 20 µM;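 also: plate controls were DMSO wells for no effect and DEVD-CHO caspase inhibitor wells for full effect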
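System – cell-free apoptosome with Apaf-1, procaspase-3 and caspase-9 · Buffer or medium – pH 7.5 Hepes buffer with CHAPS, BSA, DTT · Also added – cytochrome c with DEVD-Rh110 · Times – 30 min compound preincubation, 50 min activation, room temperature · Technique – Rh110 fluorescence intensity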
697 NFkB inh – inhibitors of the PMA/ionomycin-induced NF-kB reporter in 697 B cells; AID 435022; 697 B-cell NF-kB luciferase reporter, 16 h; 330,000 tested, 0.33% active; inhibition, % at 4 µM; in the data active = inhibition above about 35%
Jurkat NFkB inh – inhibitors of the PMA/ionomycin-induced NF-kB reporter in Jurkat cells. PMA/ionomycin-induced NF-kB luciferase reporter, luminescence. inhibition, % at 4 µM. 330,000 tested, 0.53% active
SENP8 inh – SENP8 protease inhibition | 330,000 tested, 1.2% active | AID 2540 | purified SENP8, Z-RLRGG-aminoluciferin cleavage, luminescence | inhibition, % at 10 µM | Q96LD8
EBI2 antag – EBI2 (human) antagonism | AID 651636 | P32249 | inhibition, % at 5 µM | 360,000 tested, 0.81% active | EBI2 beta-arrestin recruitment, luminescence, 7a,25-OHC stimulated; in the data active = inhibition above about 38%;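 also: enzyme fragment complementation signal reports receptor beta-arrestin coupling in cells; 0% = agonist plus DMSO wells and 100% = wells without agonist; some results beyond the cut were filed as inactive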
CCR6 antag – CCR6 (human) receptor antagonism; P51684; CHO-K1 CCR6 PathHunter beta-arrestin, luminescence, CCL20-stimulated; inhibition, % at 20 µM; 340,000 tested, 0.49% active;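 active = compounds whose inhibition of the agonist-driven luminescence signal at 20 µM reaches about 50%, limit read from the data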;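 also: cells stimulated with CCL20 at 14 nM final; plate controls were DMSO with CCL20 for no effect and DMSO without agonist for full effect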
* hit, by the source's call; x = no result given. Rule as the data show it, unless noted: active = inhibition above about 50%; inactive = the rest. Only part of the results is shown, so the mix of outcomes need not match the whole.

| molecule | UBC13 inh | Gli-Sufu block | Apaf-1 inh | 697 NFkB inh | Jurkat NFkB inh | SENP8 inh | EBI2 antag | CCR6 antag |
| --- | --- | --- | --- | --- | --- | --- | --- | --- |
| O=C(C1=C(O)C(=O)N(CCCn2ccnc2)C1c1ccccc1)c1ccco1 (stereo not given) | -13 | 7 | 1 | 8 | -7 | -7 | -11 | 0 |
| c1csc(-c2nnc3ccccn23)c1 | 1 | 0 | 1 | 21 | 6 | 1 | -1 | -9 |
| C=CCOC(=O)C1=C(C)NC(=O)NC1c1ccc(OCC)cc1 (stereo not given) | 5 | 12 | -1 | 0 | 7 | -1 | -11 | 2 |
| Cc1ccc2c(c1)N(C)/C(=C/c1cccc[n+]1C)S2 | -41 | 82* | 12 | 9 | 75* | 7 | 1 | -9 |
| Cc1coc2cc3oc(=O)c4c(c3cc12)CCC4 | 5 | x | 8 | -7 | -8 | 5 | x | x |
| Cc1ccc(S(=O)(=O)N[C@H](C(=O)N2CCC(C(=O)N[C@@H](CCC(N)=O)C(=O)O)CC2)C(C)C)cc1 | 6 | -12 | -11 | 15 | 16 | 5 | 4 | -2 |
| COc1cc(SC)ccc1C(=O)N(C)CC(=O)Nc1cccc2ccccc12 | -4 | 8 | -7 | 3 | 14 | -2 | 1 | 5 |
| Cc1ccc(OC(=O)C2c3ccccc3Oc3ccccc32)cc1C | 8 | 1 | 2 | -9 | 11 | 6 | 10 | 15 |
| Cc1cccc(C)c1NC(=O)COc1cccc(/C=N/NC(=O)C(=O)NCc2ccccc2)c1 | -10 | -16 | -2 | 17 | -1 | -4 | -4 | -8 |
| O=C(NCc1ccco1)Nc1cccs1 | -2 | -16 | 13 | 17 | 5 | -2 | 3 | 12 |
| CCc1cccc(NC(=O)C2CCN(S(=O)(=O)c3ccc4c(c3)NC(=O)CO4)CC2)c1 | -5 | -1 | 9 | -24 | 15 | 9 | -3 | 8 |
| Cc1cc(NCc2ccccn2)n2ncc(-c3ccccc3)c2n1 | 12 | -81 | 0 | -206 | -138 | -5 | 7 | 16 |
| O=C(NC1CCCC1)C(c1ccsc1)N(Cc1ccccc1)C(=O)Cc1cccs1 (stereo not given) | -6 | 30 | 14 | -4 | -2 | -4 | 24 | 16 |
| CCS(=O)(=O)c1ccc2oc(SCC(=O)NCCc3ccc(OC)cc3)nc2c1 | -5 | 3 | 11 | -5 | 4 | -8 | 3 | 10 |
| CC(C)NC(=S)N1CCN(C/C=C/c2ccccc2)CC1 | -1 | 17 | 10 | -12 | -9 | -4 | 2 | -1 |
| Cc1ccc2c(c1)NC(=O)C(CC(=O)NCCCN1CCc3ccccc3C1)O2 (stereo not given) | -15 | -1 | 6 | 7 | 1 | -4 | -7 | 3 |
| c1ccc(COc2ccc(CNCc3cccs3)cc2)cc1 | -4 | -12 | 1 | 0 | -19 | -20 | -6 | -9 |
| O=C(Nc1ncc(Cc2ccc(SC(F)F)cc2)s1)c1ccccc1 | 1 | -60 | 16 | -121 | 48 | -4 | -31 | 4 |
| O=C(c1ccc(S(=O)(=O)N2CCOCC2)cc1)N1CCN(c2ccccn2)CC1 | -10 | -5 | 6 | -3 | -10 | -1 | 9 | -2 |
| O=C(CN1CCc2ccccc21)NCc1ccc2c(c1)OCO2 | -3 | -10 | 4 | -16 | -16 | -10 | 5 | 2 |
| Cc1ccc(-c2csc(N3CCN(c4ccc5nc(-c6ccncc6)n(CCN6CCCCC6)c5c4)CC3)n2)cc1 | 5 | 22 | 40 | 6 | -15 | -9 | -5 | 6 |
| NC(=S)N/N=C\c1ccc(-c2cccc(Cl)c2Cl)o1 | -2 | 7 | 21 | 8 | -10 | 3 | 29 | 26 |
| COc1ccc(S(=O)(=O)NCc2ccccn2)cc1NC(=O)c1ccccc1F | 4 | 33 | 9 | 10 | 50 | 1 | -10 | 8 |
| C=COC(=O)CSc1nc(-c2cccs2)ccc1C#N | 25 | -3 | -9 | 12 | -60 | 49 | 8 | -8 |
| CC(OC(=O)CC1CCCCC1)C(=O)Nc1cccc(C#N)c1 (stereo not given) | -8 | -3 | 1 | -10 | -3 | -3 | 4 | 19 |
| Cc1ccccc1NC(=O)CC1SC(=Nc2ccc(O)cc2)NC1=O (stereo not given) | -5 | -2 | 10 | 27 | 4 | -6 | -10 | 10 |
| N#CCC(=O)Nc1ccc(C(=O)OCC(=O)NCc2ccc3c(c2)OCO3)cc1 | -9 | -5 | -7 | 10 | 3 | 8 | -1 | 2 |
| CCn1ncc(CNC(=O)c2cccc([N+](=O)[O-])c2)c1C | -10 | x | -6 | 17 | 8 | -6 | x | x |
| CC(C)(C)NC(=O)Cn1c(Cl)nc2ccccc21 | -1 | -4 | 5 | 5 | -6 | -7 | 0 | -11 |
| CC1(C2CC2)NC(=O)N(CC(=O)N2CCN(c3cccc(C(F)(F)F)c3)CC2)C1=O (stereo not given) | -1 | 5 | 1 | 17 | 15 | 5 | 8 | -4 |

Complete entries, quoted from the list. Order of values: UBC13 inh | Gli-Sufu block | Apaf-1 inh | 697 NFkB inh | Jurkat NFkB inh | SENP8 inh | EBI2 antag | CCR6 antag
`Cc1ccccc1NC(=O)CC1SC(=Nc2ccc(O)cc2)NC1=O` (stereo not given) is entered as -5 | -2 | 10 | 27 | 4 | -6 | -10 | 10
`CCn1ncc(CNC(=O)c2cccc([N+](=O)[O-])c2)c1C` is entered as -10 | x | -6 | 17 | 8 | -6 | x | x

A different layout for some results above:
N#CCC(=O)Nc1ccc(C(=O)OCC(=O)NCc2ccc3c(c2)OCO3)cc1
  UBC13 inh = -9	Gli-Sufu block = -5	Apaf-1 inh = -7	697 NFkB inh = 10	Jurkat NFkB inh = 3	SENP8 inh = 8	EBI2 antag = -1	CCR6 antag = 2

NC(=S)N/N=C\c1ccc(-c2cccc(Cl)c2Cl)o1
  UBC13 inh = -2	Gli-Sufu block = 7	Apaf-1 inh = 21	697 NFkB inh = 8	Jurkat NFkB inh = -10	SENP8 inh = 3	EBI2 antag = 29	CCR6 antag = 26

(next part)
Order of values – UBC13 inh	Gli-Sufu block	Apaf-1 inh	697 NFkB inh	Jurkat NFkB inh	SENP8 inh	EBI2 antag	CCR6 antag
CC1(C)C=Cc2c(c3c(c4c(=O)c(-c5ccc(O)cc5)coc24)OC(C)(C)CC3)O1
→ 3	-14	13	-2	-6	2	22	-7
CC(=O)Nc1ccc(NC(=O)[C@@H](NC(=O)c2cccc(C)c2)C(C)C)cc1
→ -1	25	2	-11	-17	-3	8	4
Cc1ccccc1-n1nc(C(=O)c2cccs2)cc(-c2nc3ccccc3[nH]2)c1=N
→ -37	59*	33	-31	-12	-4	16	17
Cc1ccc(N/N=C(\C#N)C(=N)N2CCCCCC2)cc1
→ 1	-87	0	-148	-185	-6	10	14
CON(C)C(=O)CCN(Cc1ccccc1)C(=O)OC(C)(C)C
→ 8	-10	8	5	4	0	-6	6
O=C(O)/C=C/c1ccc([N+](=O)[O-])o1
→ -4	3	-5	8	5	0	9	-4
Cc1csc2ncc(C(=O)N3CCCc4ccccc43)c(=O)n12
→ -8	12	-2	12	5	10	-3	5
CCOC(=O)c1c(-c2ccc(OC)cc2)oc2ccc(OCC(N)=O)cc12
→ 30	0	9	-2	-11	-7	2	-2
Cc1ccc2sc(N(CCCN(C)C)C(=O)c3ccc(S(=O)(=O)N4CCCCCC4)cc3)nc2c1C
→ 23	18	37	-11	-17	-6	5	6
COCC(C)n1c(C)cc(C(=O)CSc2nc3ccccc3c(=O)[nH]2)c1C (stereo not given)
→ 1	12	1	-42	-2	-11	8	10
COc1cc(C(=O)Nc2ccc(NC(C)=O)cc2)ccc1OCc1ccccc1
→ 3	15	-3	18	18	5	0	-4
Cc1onc(-c2c(Cl)cccc2Cl)c1C(N)=S
→ -6	-5	3	2	0	-3	1	13
Cc1nnc2c(NCCC(C)C)nc3ccccc3n12
→ 2	33	1	16	-2	5	-2	2
Cc1cc(C)c(S(=O)(=O)c2ccc(Cl)cc2)c(=O)[nH]1
→ -8	0	9	-20	-19	12	5	0
N#CCc1c(C#N)c(N)nc(N2CCN(S(=O)(=O)c3ccccc3)CC2)c1C#N
→ -3	34	7	19	7	-3	-6	-12
Cc1cccc(Nc2nc(-c3cccs3)cs2)n1
→ 9	-31	15	-138	-142	89*	14	-13
NC(=O)C1CCN(c2nc(-c3ccc(Br)cc3)cs2)CC1
→ 2	-94	13	-191	-25	-14	3	2
O=C(NC1CCCC1)C(c1ccc(F)cc1)N(Cc1ccc(F)cc1)C(=O)c1ccn[nH]1 (stereo not given)
→ 0	3	2	8	-3	2	-11	1
COc1ccc(C(=O)NCc2n[nH]c(=S)n2-c2ccccc2)cc1OC
→ 8	-1	-17	19	14	-7	-11	-19
Cc1sc2nc(C3CC3)nc(N3CCN(S(=O)(=O)c4ccc(F)cc4)CC3)c2c1C
→ 1	-13	12	4	4	-1	7	10
COc1ccc(CNc2ncc(-c3ccc(F)cc3)n2C)c2ccccc12
→ 20	56*	9	40*	71*	-5	4	6
COc1ccc(-n2c(NCCN(C)C)nc3sc4c(c3c2=O)CCCCC4)cc1
→ 23	5	-11	10	18	-6	-8	5
O=S(=O)(Nc1nccs1)c1ccc(NCc2cc(Br)cc(Br)c2O)cc1
→ -12	-10	11	26	0	-2	5	5
CCOC(=O)C1=C(C(F)(F)F)Nc2ncnn2C1c1cc(OC)ccc1OC (stereo not given)
→ 25	-4	0	9	1	2	-10	6
COc1ccc(OC)c2c(C)cc(N3CCCN(C)CC3)nc12
→ 4	-14	-6	2	14	-10	-11	-15
O=C(CNC(=O)C1CCCCC1)Nc1cc(Cl)ccc1Cl
→ 7	-4	9	21	3	-5	1	22
N#CC(c1ccc(F)cc1)c1ccc(C(=O)c2ccc(F)cc2)cc1 (stereo not given)
→ -1	11	0	-27	21	-13	20	32
C=CCSc1nc(C)c(CC(=O)OCCCC)c(=O)[nH]1
→ 4	7	-2	16	1	6	-4	-1
COc1ccccc1CNC(=O)CSc1ccc(-c2cccc([N+](=O)[O-])c2)nn1
→ -13	0	13	24	2	-14	-4	-5

Some of these compounds in order of the CCR6 antag value, falling:
SMILES,CCR6 antag
N#CC(c1ccc(F)cc1)c1ccc(C(=O)c2ccc(F)cc2)cc1 (stereo not given),32
COc1ccc(-n2c(NCCN(C)C)nc3sc4c(c3c2=O)CCCCC4)cc1,5
COc1ccccc1CNC(=O)CSc1ccc(-c2cccc([N+](=O)[O-])c2)nn1,-5
